G6PDH CS: counter-screen for G6PDH assay hits: L. mesenteroides G6PDH inhibition; 200,000 compounds, 0.12% hits; AID 1020; inhibition, % at 5 µM; Purified L. mesenteroides G6PDH, diaphorase/resazurin coupled fluorescence, 45 min; in the data active = inhibition above about 50%
STAT1 activator: increases IFN-gamma driven STAT1 reporter signal | NIH 3T3 STAT1-luciferase reporter, luminescence; 100% = IFN-gamma alone, no compound | activation (% of control), % at 5.5 µM | 200,000 compounds, 2.6% hits | AID 932;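 active = activation above the screen-wide mean activation plus 3 SD, cut at about 130% in these data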;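 also: raw ratio to IFN-gamma control signal so 100% means no change and 0% no light; values of inactives mirror those of a sister screen read the other way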
STAT3 inh: reduces IL-6 driven STAT3 reporter signal; AID 862; inhibition, % at 5.5 µM; U3A cells, IL-6 STAT3-luciferase reporter, luminescence; host cell line lacks STAT1; 190,000 compounds, 0.89% hits;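 active = inhibition above the mean inhibition across all screened compounds plus 3 SD, cut at about 44% in these data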;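 also: 0% = DMSO only wells and 100% = 100 µM nifuroxazide control wells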
STAT1 blocker: inhibitors of IFN-gamma induced STAT1 signaling; inhibition, % at 5.5 µM; NIH 3T3 STAT1-luciferase reporter, luminescence; AID 920; 200,000 compounds, 0.35% hits;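 active = inhibition above a set limit, the mean inhibition across all tested compounds plus 3 SD, cut at about 34% in these data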;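 also: 0% = IFN-gamma with DMSO and 100% = IFN-gamma with 300 µM nifuroxazide; values of inactives mirror those of a sister screen read the other way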
Hsp70 activator: switches on Hsp70 transcription; HeLa Hsp70 promoter luciferase reporter, luminescence; scaled: vehicle 0, proteasome-inhibitor control 100%; activation, % at 10 µM; 200,000 compounds, 0.04% hits; AID 1203;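 active = activation above the mean across all tested compounds plus 3 SD, cutoff set per campaign, cut at about 5.5% in these data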;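 also: 100% = MG132 at 30 µM as the positive control and 0% = DMSO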
TLR4 MyD88 comp: inhibitors of human TLR4-MyD88 binding. O00206+Q99836. HeLa CL3-4 TLR4/MyD88 BLA complementation, FRET ratio. inhibition, % at 8.4 µM. 200,000 compounds, 0.18% hits; in the data active = inhibition above about 25%;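 also: 0% = vehicle and 100% = reference inhibitor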
Target sequence (O00206 whole entry, looked up): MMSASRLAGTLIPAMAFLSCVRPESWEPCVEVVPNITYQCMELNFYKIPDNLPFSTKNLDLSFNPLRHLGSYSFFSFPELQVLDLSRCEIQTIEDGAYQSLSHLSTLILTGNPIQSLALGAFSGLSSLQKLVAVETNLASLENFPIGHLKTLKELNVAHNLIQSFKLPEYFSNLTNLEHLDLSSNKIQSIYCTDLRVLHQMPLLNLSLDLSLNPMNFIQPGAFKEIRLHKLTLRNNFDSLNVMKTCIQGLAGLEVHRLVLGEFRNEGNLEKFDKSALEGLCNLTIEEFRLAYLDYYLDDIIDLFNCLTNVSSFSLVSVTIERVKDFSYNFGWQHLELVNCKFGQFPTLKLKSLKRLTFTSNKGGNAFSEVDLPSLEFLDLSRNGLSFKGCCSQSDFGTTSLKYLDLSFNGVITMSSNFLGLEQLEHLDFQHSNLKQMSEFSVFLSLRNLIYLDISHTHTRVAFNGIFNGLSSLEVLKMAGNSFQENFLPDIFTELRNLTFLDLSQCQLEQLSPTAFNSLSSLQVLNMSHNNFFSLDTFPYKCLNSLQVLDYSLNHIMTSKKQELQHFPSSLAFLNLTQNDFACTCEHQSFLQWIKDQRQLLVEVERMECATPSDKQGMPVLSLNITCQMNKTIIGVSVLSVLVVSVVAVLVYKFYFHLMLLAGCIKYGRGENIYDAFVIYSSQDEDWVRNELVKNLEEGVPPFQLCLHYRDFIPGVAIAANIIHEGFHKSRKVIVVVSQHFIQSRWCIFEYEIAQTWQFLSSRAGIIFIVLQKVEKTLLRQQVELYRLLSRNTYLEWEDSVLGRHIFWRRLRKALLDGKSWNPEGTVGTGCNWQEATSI
Target sequence (Q99836 whole entry, looked up): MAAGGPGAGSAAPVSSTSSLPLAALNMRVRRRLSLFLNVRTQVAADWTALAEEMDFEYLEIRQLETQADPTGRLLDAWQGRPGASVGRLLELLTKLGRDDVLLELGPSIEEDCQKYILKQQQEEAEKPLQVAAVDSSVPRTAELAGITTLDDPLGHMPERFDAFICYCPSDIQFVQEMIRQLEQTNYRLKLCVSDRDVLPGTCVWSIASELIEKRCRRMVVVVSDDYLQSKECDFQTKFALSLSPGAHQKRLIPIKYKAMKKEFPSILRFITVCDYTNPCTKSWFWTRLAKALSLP
STAT3 activator: STAT3 signaling activation; U3A cells, IL-6 STAT3-luciferase reporter, luminescence; 100% = signal with IL-6 EC80 alone; activation (% of control), % at 5.6 µM; 190,000 compounds, 0.91% hits; AID 871;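 active = activation above the screen-wide mean of compound activation plus 3 SD, cut at about 130% in these data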;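 also: 0% = background luminescence of wells with medium and substrate only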
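Test system: human U3A cells carrying STAT3-luciferase construct; control set: IL-6-only wells as 100% reference; timing: compound pre-incubation 1 h before IL-6, then 6 h stimulation at 37 °C; also added: IL-6 stimulus at 33 ng/mL final; evaluation: % activation versus median of IL-6-stimulated wells; detection: reporter luminescence signal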
Diaph inh CS: counter-screen for diaphorase-based assays: diaphorase inhibitors and chemical oxidizers. diaphorase resazurin-to-resorufin fluorescence, NADH, 16 min; bacterial (C. kluyveri) enzyme, not human. inhibition, % at 20 µM. 190,000 compounds, 0.69% hits. AID 1217;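 active = primary screen inhibition at 20 µM above a set limit, cut at about 50% in these data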;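 also: plate controls were DMSO with full reaction for no effect and wells lacking NADH for full effect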
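Benchmarks: positive control wells lacking NADH, neutral wells with DMSO only. System: bacterial diaphorase enzyme (C. kluyveri). Input: 0.14 U/mL diaphorase, enzyme working solution. Detection: resorufin fluorescence, excitation 544 nm, emission 590 nm. Times: 16-min room-temperature incubation before reading.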
Diaph act CS: diaphorase activation or chemical reduction counter-screen; Diaphorase/resazurin coupled assay, resorufin fluorescence, 16 min; stronger effect = higher value; 1 = vehicle wells, 0 = NADH-free wells; activation factor at 20 µM; 190,000 compounds, 0.005% hits;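 active = diaphorase activity raised at least twofold by the compound at 20 µM; inactive = activation factor below 2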
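Material: purified diaphorase enzyme from Clostridium kluyveri; Also added: 0.114 mM NADH and 0.1 mM resazurin, final amounts; Doses: single compound dose of 20 µM, 1% DMSO final; Times: 16 min enzyme reaction, ambient temperature; Detection: resorufin fluorescence, excitation 544 nm, emission 590 nm; Measure: increased resorufin signal from activators or reducing compounds.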
APP transl inh: APP translation inhibition | 190,000 compounds, 0.82% hits | inhibition, % at 2 µM | AID 1285 | SH-SY5Y APP 5'UTR-luciferase reporter, luminescence;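 active = inhibition above a set limit, derived from the sample mean plus 3 SD, cut at about 45% in these data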; also: values of inactives mirror those of a sister screen read the other way
* hit, by the source's call; nt = not tested or not shown.

smiles | Diaph act CS | Hsp70 activator | STAT1 blocker | STAT3 inh | TLR4 MyD88 comp | Diaph inh CS | STAT1 activator | G6PDH CS | APP transl inh | STAT3 activator
Cc1ccc(OC(=O)c2cccc(C(=O)Oc3ccc(C)cn3)n2)nc1 | 0.6 | -0.2 | 0 | -5 | 9 | 40 | 100 | 10 | -9 | 107
CCOC(=O)N1CCN(Cc2nc(Cc3cccc(C(F)(F)F)c3)no2)CC1 | 0.9 | -0.3 | 1 | 4 | -13 | 10 | 98 | 6 | 4 | 101
C/C(=N\Nc1nc(N)cc(Cl)n1)c1cccc([N+](=O)[O-])c1 | 1 | -0.4 | -12 | 14 | 3 | 2 | 111 | 0 | nt | 93
CN(C)c1ccc(NC(=O)c2ccc3c(c2)nnn3C)cc1 | 0.9 | 0.0 | -28 | 29 | 0 | 9 | 124 | 2 | -11 | 79
O=c1c2ccccc2nc(-c2ccc([N+](=O)[O-])cc2)n1O | 1.1 | -0.2 | -1 | 2 | 0 | -14 | 99 | 9 | -6 | 106
Cc1ccc(C(=O)OCn2nnc3ccccc3c2=O)cc1[N+](=O)[O-] | 0.8 | 0.0 | 8 | -3 | -2 | 24 | 92 | 7 | -30 | 103
CC1CCN(C(=S)NCCc2ccccc2)CC1 | 0.9 | 0.0 | -26 | -7 | -7 | 7 | 124 | 4 | -95 | 113
O=S(=O)(c1ccc(Nc2ccc3c(c2)OCO3)nc1)N1CCOCC1 | 1 | -0.2 | 0 | -2 | -12 | -2 | 100 | 2 | 2 | 104
CCOC(=O)c1[nH]c2ccc(OC)cc2c1NC(=O)c1cccc(OC)c1 | 0.7 | -0.3 | 1 | 8 | -1 | 26 | 99 | -7 | 0 | 96
COc1ccc(OC)c(NC=C2C(=O)OC(C)(C)OC2=O)c1 | 1 | 0.0 | 2 | 13 | -18 | 4 | 98 | 24 | 0 | 99
COc1ccc(CCn2ccc(O)c(Cc3c(F)cccc3Cl)c2=O)cc1OC | 0.9 | -0.3 | -10 | 14 | 1 | 8 | 107 | 9 | -19 | 97
COC(=O)C(NC(=O)C(C)Oc1ccccc1)C(C)C (centres undefined) | 0.9 | 0.0 | -3 | 1 | 1 | 7 | 101 | 7 | 8 | 100
COc1ccc(C2CC(=O)c3sc(NC(C)=O)nc3C2)cc1 (centres undefined) | 0.8 | -0.4 | -10 | -5 | -13 | 22 | 109 | -2 | -36 | 108
COc1ccc(NC(=O)/C=C/c2cc(Br)ccc2OC)cc1 | 0.9 | -0.4 | -4 | 6 | -9 | 14 | 104 | -1 | 2 | 104
O=C(Cn1c(=O)n(Cc2ccco2)c(=O)c2ccccc21)NCC1CCCO1 (centres undefined) | 1 | -0.2 | 4 | 6 | 8 | -1 | 97 | 12 | 8 | 99
CN1CCN(C(=S)Nc2ccc(Cl)c(Cl)c2)CC1 | 1 | -0.3 | 1 | 8 | -16 | 2 | 98 | 6 | 22 | 94
COc1cccc(OC)c1C(=O)N1CCN(c2c(Cc3ccccc3)c(C)nc3ncnn23)CC1 | 0.8 | -0.2 | 9 | 12 | 16 | 21 | 93 | 8 | 12 | 95
CCOc1ccc(NC(=O)CN(c2cc(C)cc(C)c2)S(=O)(=O)c2c(C)noc2C)cc1 | 1 | -0.1 | 1 | 11 | -7 | 4 | 99 | 5 | -8 | 95
CCOC(=O)c1cnc2ccccc2c1Nc1cc(C(=O)O)ccc1C | 0.9 | -0.2 | 10 | 5 | -2 | 8 | 92 | 7 | 22 | 100
O=c1ccnc(SCn2nnc3ccccc3c2=O)[nH]1 | 0.9 | -0.4 | -1 | 4 | 7 | 8 | 101 | -3 | 2 | 102
O=C(CCCc1nc(-c2ccccc2)no1)NCc1cccnc1 | 0.9 | -0.2 | 7 | 5 | 4 | 12 | 95 | 14 | -5 | 99
COc1ccc(OCCNS(=O)(=O)Cc2ccccc2)cc1 | 0.9 | -0.5 | -5 | 0 | -6 | 10 | 105 | -4 | -8 | 96
O=C(COC(=O)c1cc([N+](=O)[O-])ccc1NCCO)c1ccccc1 | 1 | -0.3 | 2 | 3 | 7 | 4 | 98 | 2 | -11 | 100
CCOCCCN1C(=O)CN(C2CCC(C)CC2)C(=O)C1c1ccc(C)cc1 (centres undefined) | 1.1 | -0.3 | 2 | 2 | 1 | -8 | 98 | 8 | -3 | 106
CC(C)OCCCNC(=O)Cn1nc(-c2ccccc2)ccc1=O | 0.9 | 0.2 | 7 | -5 | -4 | 10 | 93 | 2 | -5 | 107
COc1ccc(/C=C2/C(=O)N(Cc3ccccc3)N=C2C)cc1 | 0.8 | -0.1 | -9 | -8 | 19 | 21 | 108 | 11 | -5 | 107
CS(=O)(=O)N(CC(=O)Nc1ccc(CC#N)cc1)c1ccc(C23CC4CC(CC(C4)C2)C3)cc1 | 0.8 | 0.0 | -8 | -6 | 8 | 20 | 104 | -16 | 0 | 114
O=C(Nc1nnc(C23CC4CC(CC(C4)C2)C3)s1)c1ccc(N2C(=O)CCC2=O)cc1 | 0.8 | -0.1 | -8 | 2 | -4 | 23 | 107 | -21 | 5 | 106
Cc1cc(C(=O)COc2ccccc2C(N)=O)c(C)n1C1CC1 | 0.8 | -0.2 | -28 | 19 | -7 | 18 | 127 | 14 | -30 | 85
C=CCSc1nnc(NC(=O)c2ccc(S(=O)(=O)NCC3CCCO3)cc2)s1 (centres undefined) | 0.9 | -0.2 | 3 | 6 | -3 | 14 | 97 | 5 | -9 | 98
CCCSc1nnc(-c2ccccc2N)c(=O)[nH]1 | 0.9 | 0.1 | -27 | -17 | -2 | 8 | 126 | 3 | -74 | 120
COc1cc(S(=O)(=O)Nc2ccc3cn[nH]c3c2)ccc1Cl | 0.8 | -0.1 | 11 | -10 | -9 | 20 | 89 | 6 | -40 | 121
CCOC(=O)c1c(NC(=O)COC)sc2c1CCCC2 | 0.9 | -0.4 | 15 | 8 | -7 | 11 | 87 | -24 | -3 | 97
Cc1c(NC(=O)c2ccc(Cl)s2)c(=O)n(-c2ccccc2)n1C | 0.8 | -0.2 | 12 | 6 | -2 | 17 | 90 | 1 | 8 | 97
CSCCC(NC(=O)C1CCC(C)CC1)C(=O)O (centres undefined) | 0.9 | -0.5 | 6 | 4 | -2 | 10 | 94 | 0 | 1 | 102
COC(=O)C1CSC(C(=O)OC)N1C(=O)CN1CCN(c2ccccc2)CC1 (centres undefined) | 1 | 0.0 | -2 | 0 | -4 | -1 | 102 | 3 | 3 | 101
Cc1ccc(C(=O)N2CC3(C)CN(C(=O)c4ccc(C)cc4)CC(C)(C2)C3=O)cc1 | 0.9 | 0.2 | -5 | 8 | 7 | 13 | 104 | 25 | -12 | 96
COc1ccc(/C(O)=C2/C(=O)C(=O)N(Cc3cccnc3)C2c2ccccn2)cc1 (centres undefined) | 1 | -0.3 | -8 | 0 | -12 | -1 | 106 | 4 | -17 | 104
CC1CCN(c2ccccc2N)CC1 | 1 | -0.3 | 1 | 1 | 4 | 2 | 99 | 0 | 7 | 101
O=C(Nc1ccccc1C(=O)N1CCOCC1)c1ccncc1 | 0.9 | -0.4 | 6 | 0 | -6 | 11 | 94 | -9 | -6 | 103
O=C(Cn1cnc2c(nnn2-c2ccccc2)c1=O)N1CCOCC1 | 0.9 | -0.1 | 1 | 8 | 1 | 11 | 99 | -12 | -11 | 100
COc1ccc(C(=O)NC(=S)N2CCN(c3ccc([N+](=O)[O-])cc3)CC2)cc1 | 0.8 | -0.5 | 7 | 4 | 0 | 23 | 94 | -6 | -7 | 97
Cc1cc(=O)oc(C)c1C(=O)NC12CC3CC(CC(C3)C1)C2 | 0.9 | 0.2 | -3 | -1 | -9 | 6 | 102 | 3 | -6 | 103
Cc1ccc(CNC(=O)CCc2c(C)nc3c(c(C)nn3-c3ccc(C)cc3)c2C)cc1 | 0.9 | -0.2 | 9 | nt | -22 | 9 | 91 | 0 | -13 | nt
O=C(NC(=S)N(CCO)Cc1ccccc1)c1ccc(S(=O)(=O)N2CCCC2)cc1 | 0.8 | -0.4 | -1 | -1 | 11 | 22 | 99 | 9 | 12 | 102
CCC(=O)Nc1ccc(C(=O)NCCCn2ccnc2)cc1 | 1 | 0.0 | 3 | 12 | 1 | -1 | 97 | 19 | 2 | 92
C/C(=N\NC(=O)NC1CCCCC1)C1CCCCC1 | 0.8 | -0.2 | 0 | -11 | 1 | 24 | 102 | -3 | -8 | 107
CC(=O)c1cc(C#N)c(Oc2ccc(Cl)cc2Cl)nc1C | nt | -0.1 | -4 | -4 | -5 | nt | 103 | nt | nt | 108
CCCCCCCCOC(=O)C(NC(=O)CCC(=O)Nc1ccc(S(N)(=O)=O)cc1)C(O)c1ccccc1 (centres undefined) | 1 | 0.2 | -2 | 6 | 7 | 2 | 102 | -1 | 11 | 99
Cn1c(=O)oc2cc(S(=O)(=O)N3CCN(c4ccccn4)CC3)ccc21 | 1 | 0.2 | -5 | -2 | -8 | -5 | 105 | 11 | -41 | 102
O=C(CSc1ccc(Cl)cc1)Nc1ncccn1 | 1 | -0.4 | 8 | 4 | 0 | -5 | 93 | 11 | 13 | 95
Cn1c(=O)c2c(nc(OC/C=C/c3ccccc3)n2C)n(C)c1=O | nt | -0.3 | 9 | 6 | 8 | nt | 91 | nt | 2 | 100
CCCCOc1ccc(C(=O)NNC(=S)NC(=O)CC)cc1 | 0.9 | -0.1 | -11 | -2 | 9 | 5 | 110 | -14 | 56* | 101
CCOC(=O)Cn1nc(-c2ccccc2)c2cnc3ccc(CC)cc3c21 | 0.9 | 0.1 | 2 | 9 | -11 | 6 | 98 | 16 | 16 | 92
O=[N+]([O-])c1cc(C(F)(F)F)ccc1N1CCC(O)CC1 | 0.9 | -0.1 | 3 | 6 | 9 | 11 | 96 | 10 | -6 | 106
COCCn1c(=O)c2ccccc2c2ccccc2c1=O | 1 | -0.1 | -4 | 12 | 13 | -3 | 102 | 8 | 1 | 96
Cc1cccc(NS(=O)(=O)c2c(C)noc2C)c1 | 1.1 | -0.3 | -1 | 12 | 2 | -9 | 99 | 4 | 8 | 92

Screens as filed in PubChem.
